Screening data as filed in PubChem.
AmpC inh detg = inhibitors of E. coli AmpC beta-lactamase with detergent | Potency, µM (doses to about 114 µM), for the others: at the top dose activity change, negative = inhibition, hits mostly inhibitors | actives 0.041% (n = 370,000) | P00811 | AmpC hydrolysis of nitrocefin, absorbance 480 nm, 0.01% Triton;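 note: potency is the fitted concentration of half-maximal effect; 0% = no-compound wells and -100% = no-enzyme wells; nearly all actives have a fitted effect of over 25% in size; some results filed as inactive show a strong effect at the top dose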
Target sequence (P00811 whole entry, looked up): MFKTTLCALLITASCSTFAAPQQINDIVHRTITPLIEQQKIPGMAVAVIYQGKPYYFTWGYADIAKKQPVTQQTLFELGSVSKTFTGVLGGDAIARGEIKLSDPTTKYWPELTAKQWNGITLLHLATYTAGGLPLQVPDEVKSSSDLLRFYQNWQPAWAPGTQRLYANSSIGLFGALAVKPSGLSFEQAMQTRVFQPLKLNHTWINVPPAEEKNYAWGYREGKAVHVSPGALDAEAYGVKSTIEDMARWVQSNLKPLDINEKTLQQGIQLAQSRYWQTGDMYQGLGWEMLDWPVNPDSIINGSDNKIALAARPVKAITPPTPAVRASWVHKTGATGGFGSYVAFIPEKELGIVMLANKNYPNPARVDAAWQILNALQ
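AmpC (5.3 nM in the dispensed reagent) in 20 mM phosphate pH 7.0 with 0.01% (detergent screen) or 0.0001% Triton X-100 was preincubated with compounds for 15 min at room temperature. Nitrocefin was then added from an 800 uM solution, and hydrolysis was followed at 480 nm.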
HCMV antiviral = blocks human cytomegalovirus replication; AID 1259415; HFF cells, HCMV-luciferase reporter, 72 h; active compounds read low; activity change, negative = inhibition, % at 57.5 µM; actives 4.5% (n = 410,000); in the data active = activity change below about -60%; inconclusive = no clear call, values can overlap the other calls; inactive = above about -39%; note: % is set by controls: 0 for no effect and ±100 for the full control effect
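HFF cells seeded 16 h at 37C, treated with compounds, infected with luciferase-reporter HCMV at MOI 1 PFU/cell; luciferase read at 72 h post infection, normalized to buffer-only and Salinomycin controls.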
AMA1 RON2 block = AMA1-RON2 (P. falciparum) interaction inhibition; AlphaScreen AMA1-biotinylated RON2 peptide binding; Potency, µM (series often up to 58.2 µM), inactives show at the top dose activity change, negative = inhibition, actives largely listed as inhibitors; actives 0.2% (n = 360,000); AID 720542;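 note: potency is the fitted concentration of half-maximal effect; 0% = vehicle wells and -100% = peptide control; nearly all actives have a fitted effect of over 45% in size; some results filed as inactive show a strong effect at the top dose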
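AMA1 (3D7) with his tag at 25 nM final met compounds first, then biotinylated RON2 peptide at 25 nM; detection used donor plus acceptor beads, 10 µg/mL apiece, read by AlphaScreen after 30 min at room temperature.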
Shiga inhibitor = inhibitors of Shiga toxin in Vero cells; Vero cells, Shiga toxin protein synthesis inhibition reporter; inhibition, % at 38.7 µM; actives 9.2% (n = 290,000); AID 2315; in the data active = inhibition mostly above about 28%, no sharp cut-off; inactive = mostly below about 43%; note: 0% is about no effect
Giardia FBPA inh = inhibitors of Giardia lamblia fructose-1,6-bisphosphate aldolase | A8B2U2 | purified Giardia FBPA | Potency, µM (series often up to 59.6 µM), inactives show at the top dose activity, negative = inhibition, most hits filed as inhibitors | actives 0.71% (n = 290,000) | AID 2451; note: potency is the fitted concentration of half-maximal effect; % is set by controls: 0 for no effect and ±100 for the full control effect; nearly all actives have a fitted effect of over 55% in size
Target sequence (A8B2U2 whole entry, looked up): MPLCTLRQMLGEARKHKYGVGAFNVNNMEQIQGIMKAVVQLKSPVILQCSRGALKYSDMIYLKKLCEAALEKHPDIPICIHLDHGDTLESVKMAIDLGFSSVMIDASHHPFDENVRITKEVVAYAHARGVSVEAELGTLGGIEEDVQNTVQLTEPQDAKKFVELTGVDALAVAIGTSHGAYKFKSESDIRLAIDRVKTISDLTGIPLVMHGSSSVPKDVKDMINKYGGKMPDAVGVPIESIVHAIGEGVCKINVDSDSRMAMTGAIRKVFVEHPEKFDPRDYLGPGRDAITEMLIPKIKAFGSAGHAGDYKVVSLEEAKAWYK
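Giardia FBPA (40 nM reagent) was preincubated 10 min at RT with compound (up to 57.5 uM final), then substrate plus GAPDH/TPI/NAD/arsenate coupling system with diaphorase/resazurin was added; resorufin fluorescence (525/598 nm) was read after 20 min.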
Cycloheximide cs = counter-screen hit for Shiga toxin inhibitors, cycloheximide. cell reporter, cycloheximide protein synthesis inhibition counterscreen. max response, %. actives 12% (n = 300,000); in the data active = max response mostly above about 13%, no sharp cut-off; inactive = mostly below about 14%; note: read at 38.3 µM for the half of the compounds with a filed dose; 0% is about no effect
AmpC inh no detg = inhibitors of E. coli AmpC beta-lactamase without detergent; AID 485341; AmpC nitrocefin hydrolysis, absorbance 480 nm, 0.0001% Triton; P00811; actives 0.52% (n = 330,000); Potency, µM (highest dose often 57.1 µM), inactives show at the highest dose activity change, negative = inhibition, actives largely listed as inhibitors;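 note: potency is the fitted concentration of half-maximal effect; plate controls were no compound for no effect and no enzyme for full effect; nearly all actives have a fitted effect of over 20% in size; some results filed as inactive show a strong effect at the top dose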
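20 mM phosphate pH 7.0 + 0.01% (detergent screen) or 0.0001% Triton X-100; 5.3 nM AmpC reagent; cpd preinc 15 min RT; nitrocefin (800 uM stock) to start; A480 q20 s × 4 min; Activity was normalised to no-enzyme and no-compound control wells.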
Numbers without * were called inactive; ? = inconclusive; nt = not tested or not shown; [ ] = another dose, or the depositor's remark. Unless noted, calls come from the whole dose curve; as a rule, active = well fitted curve in the direction sought with a large enough effect; inconclusive = small, poorly fitted or top-dose-only effect, or another doubt; inactive = no such curve, though single readings can be large; an effect the other way counts as inactive or inconclusive.

Values in the order – Cycloheximide cs	AMA1 RON2 block	Giardia FBPA inh	Shiga inhibitor	HCMV antiviral	AmpC inh no detg	AmpC inh detg
1) O=C(NNS(=O)(=O)c1ccccc1)C1CC(c2cccnc2)=NO1 (stereo not drawn)
    -4	24%	-4%	-2	-25	-8%	-7%
2) COc1ccc(CCNc2oc(COc3ccccc3F)nc2C#N)cc1OC
    3	-2%	-2%	16	-3	-9%	-6%
3) O=C(NC1CCCCCCC1)c1cc(COc2ccc3ncccc3c2)on1
    8	-1%	-9%	-2	?	25%	-5%
4) O=C(CCC(=O)N(CC(=O)NC1CCCCC1)c1ccccc1F)Nc1nccs1
    -1	-1%	5%	-3	16	-22%	-9%
5) Cc1ccccc1NC(=O)NCCN1CC1
    -5	57%[activator]	6%	-5	?	33%	-4%
6) Cc1ccc(-n2c(-c3ccccc3)cc(/C=N/NC(=O)CC#N)c2-c2ccccc2)cc1
    -2	nt	-2%	-18	-23	-23%	3%
7) O=C(CNC(=S)N(Cc1ccccc1F)C1CCCCC1)NCC1CCCO1 (stereo not drawn)
    3	-4%	7%	21	-61*	184%[activator]	0%
8) COc1ccc(C(C(=O)NC2CCCC2)N(CCO)C(=O)Cn2nnc(-c3ccc(C)o3)n2)cc1OC (stereo not drawn)
    -4	9%	-4%	4	-8	30%	-11%
9) C[C@H](CO)N1C[C@H](C)[C@H](CN(C)Cc2ccccc2)Oc2ccc(NC(=O)Nc3ccc(F)cc3)cc2C1=O
    nt	-10%	nt	nt	0	137%[activator]	nt
10) CCCCCC(=O)Nc1nc(C)c(-c2csc(Nc3cc(Cl)ccc3OC)n2)s1
    16	48%[activator]	-2%	-12	-36	-57%	1%
11) O=C(COC(=O)C1CCCCC1)Nc1ccccc1OC(F)F
    2	1%	8%	19	?	-4%	-15%
12) CCN=C1SC(CC(=O)Nc2sc(C)c(C)c2C(=O)OC)C(=O)N1CC (stereo not drawn)
    -3	-6%	7%	7	19	-13%	-8%
13) COc1ccc(-c2nn(-c3ccccc3)cc2C(=O)N2CCN(C(=O)c3ccco3)CC2)cc1
    nt	-3%	nt	nt	-19	27%	nt
14) O=C(NCc1cc(C(F)(F)F)cc(C(F)(F)F)c1)C1CC(c2ccccc2[N+](=O)[O-])=NO1 (stereo not drawn)
    -1	6%	-4%	-11	3	42%	-14%
15) COc1ccc(/C=N/NC(=O)CNC(=O)c2ccc(S(=O)(=O)N3CCOCC3)cc2)cc1OC
    5	-11%	1%	-9	20	1%	?
16) O=C(COc1ccccc1Cl)Nc1ccc(C(=O)N2CCCCC2)cc1
    -2	2%	1%	-3	-14	21%	-13%
17) NC1=NC(=Nc2ccc(S(N)(=O)=O)cc2)c2ccccc21
    -2	6%	-12%	14	38	-1%	-14%
18) O=C(COC(=O)CNC(=O)c1ccccc1)Nc1ccc(S(=O)(=O)N2CCCC2)cc1
    -4	-5%	1%	-12	-21	-25%	-12%
19) CCc1ccc(S(=O)(=O)Nc2ccc(N3CCN(C)CC3)cc2)cc1
    5	-10%	-2%	16	-13	-16%	-9%
20) COc1ccc(NS(=O)(=O)c2ccc(C(=O)N3CCC(C)CC3)cc2)cc1
    nt	5%	nt	nt	-66*	-3%	nt
21) O=C(/C=C/c1cccs1)NC1CCCC1
    18	10%	10%	48*	-26	-6%	6%
22) O=C(OC(C(=O)NC1CCCCC1)c1ccccc1F)c1ccco1 (stereo not drawn)
    8	1%	3%	-8	-22	1%	-11%
23) Cc1cc(C)cc(OC(=O)c2cccnc2)c1
    2	0%	-1%	-1	-8	-6%	4%
24) CC(C)N1CCN(Cc2ccsc2)CC1CCO (stereo not drawn)
    -5	9%	-1%	19	-12	0%	2%
25) COc1ccc2c(c1OC)C(=O)OC2c1c(O)n(Cc2ccc(F)cc2)c(=O)[nH]c1=O (stereo not drawn)
    4	-21%	22%	-6	-12	-21%	?
26) N#Cc1ccc(C(=O)Nc2cc(S(=O)(=O)N3CCOCC3)ccc2N2CCCC2)cc1
    nt	10%[11.6 µM]	nt	nt	61	8%	nt
27) O=C(COc1ccc(S(=O)(=O)N2CCCC2)cc1Cl)NCc1ccccn1
    -1	14%	nt	-12	21	12%	-11%
28) Cc1nnc(SCc2cccc(CSc3nnc(C)s3)c2)s1
    35	-1%	2%	59	67	2%	3%
29) Cc1cc(NC(=O)CN(C)CC(=O)Nc2ccc(Cl)cc2)no1
    nt	94%[activator]	nt	nt	11	-11%	nt
30) CCC(C)NC(=O)CC(C)C (stereo not drawn)
    -1	-7%	2%	-3	-16	13%	-3%
31) CCOC(=O)Cc1csc(NC(=O)CC(C)(C)C)n1
    32*	nt	11%	122*	121	-8%	-12%
32) CCOC(=O)N1CCC(N2CCN(CCC(C)C)C(CCO)C2)CC1 (stereo not drawn)
    -2	-3%	2%	-11	14	-6%	10%
33) c1cnc(N2CCN(c3ncnc4c3oc3ccccc34)CC2)nc1
    -2	nt	0%	11	nt	-11%	?
34) CCOC(=O)N1CCN(c2c(NCCN3CCCCC3CC)c(=O)c2=O)CC1 (stereo not drawn)
    -6	4%	-3%	-15	-26	-15%	-17%
35) COc1ccc(NC(=S)Nc2ccccn2)c(OC)c1
    35*	17%	1%	120*	-7	-35%	4%
36) CCCCOc1ccc(-n2nc(C)cc2C)nn1
    29*	1%	-1%	55*	-82*	-7%	-19%
37) O=c1[nH]nc(-c2ccc(NCCO)c([N+](=O)[O-])c2)c2ccccc12
    7	5%	10%	-12	-29	-12%	-13%
38) CCOC(=O)c1nn(-c2ccccc2)c(=O)c2c(NC(C)=O)scc12
    -2	3%	-8%	-16	7	-11%	1%
39) Cc1cc(=O)[nH]c(N/N=C/c2c(C)nn(-c3ccccc3)c2C)n1
    3	32%[activator]	-4%	9	-39	-27%	?
40) Cc1ccccc1-n1c(C)cc(/C=C(\C#N)C(=O)NCC2CCCO2)c1C (stereo not drawn)
    65*	3%	-7%	123*	?	96%[activator]	?
41) Oc1ccc(/C=N/Nc2ccccc2)cc1
    1	-9%	-3%	24	-5	-39%	2%
42) COc1ccc(OC)c(NC(=O)CN(C)CC(=O)Nc2ccccc2Cl)c1
    2	50%[activator]	8%	6	22	31%	-4%
43) CCCc1cc(=O)oc2cc(OCC(=O)NC(Cc3ccc(Cl)cc3)C(=O)O)ccc12 (stereo not drawn)
    -2	6%	18%	-8	16	-13%	?
44) CCOC(=O)Cc1nnc(NC(=O)c2ccccc2OC)s1
    14	2%	-1%	36	-20	44%	-1%
45) COc1ccc([N+](=O)[O-])cc1NS(=O)(=O)c1cccc(C(=O)NCCCN2CCCC2=O)c1
    nt	-8%	nt	nt	?	-16%	nt
46) Cc1cc(CN(C)C(=O)C2CCC(=O)N(CCc3ccccc3)C2)n[nH]1 (stereo not drawn)
    -1	17%	nt	6	15	28%	-13%
47) O=C(Nc1cccc(C(=O)Nc2ccccc2F)c1)c1ccccc1
    -4	8%	13%	2	-22	-33%	?
48) Cc1nc2scc(-c3ccccc3)c2c(=O)o1
    -6	0%	7%	-21	-23	-7%	1%
49) Cc1scc(-c2n[nH]c(=S)n2Cc2ccccc2)c1C
    -3	4%	14%	-6	-26	-51%	?
50) NN=C1c2cc([N+](=O)[O-])ccc2-c2ccc([N+](=O)[O-])cc21
    8	nt	-6%	-2	nt	-22%	-9%
51) CN1CCN(S(=O)(=O)c2ccc3c(c2)oc(=O)n3C)CC1
    -2	4%	nt	-13	33	-23%	-3%
52) COc1ccc(C(=O)N/C(=C/c2cccnc2)C(=O)N2CCCCCC2)cc1OC
    2	1%	-4%	9	10	22%	-12%
53) CCOC(=O)C1C(=O)OC(C)(C)C1C(CC)C(=O)c1ccccc1 (stereo not drawn)
    -1	20%	10%	-2	25	28%	1%
54) COc1cccc(OC)c1NC(=O)C1CCCN1C(=O)Nc1ccccc1Cl (stereo not drawn)
    -3	2%	13%	15	6	-3%	-9%
55) CCn1nc(C(=O)NNC(=O)C2CSC3(C)CCC(=O)N23)c2ccccc2c1=O (stereo not drawn)
    nt	40%[activator]	nt	nt	18	-1%	-1%
56) NS(=O)(=O)c1ccc(CCNC(=O)CCCCCNc2nc(=S)[nH]c3ccccc23)cc1
    -1	nt	-1%	6	22	-29%	0%
57) CCCCn1c(N)c(N(CC(C)C)C(=O)c2ccc(-c3ccc(Cl)cc3)o2)c(=O)[nH]c1=O
    nt	-4%	nt	nt	?	-5%	-5%
58) CC1(C)Cc2nc(NC3CCCCC3)c(C#N)cc2CO1
    14	-9%	1%	-11	-15	-14%	2%
59) CCOC(=O)C1=C(C)NC(=S)N(C(C)=O)C1c1ccc(OC)c(OC)c1 (stereo not drawn)
    -1	-3%	-1%	6	?	20%	-1%
60) COc1ccc(/C=C(\NC(=O)c2ccccc2)C(=O)N2CCN(C)CC2)cc1OC
    -3	4%	2%	-6	13	-34%	-10%
61) Cn1nc(C(=O)NNC(=O)c2cccc(Cl)c2)c2ccccc2c1=O
    nt	112%[activator]	nt	nt	-25	-33%	nt
62) Cc1noc(C)c1C(=O)Nc1ccc2c(c1)CCC2
    8	7%	6%	73*	42	nt	-9%

Reformatted: results already given
cpd	mol	Cycloheximide cs	AMA1 RON2 block	Giardia FBPA inh	Shiga inhibitor	HCMV antiviral	AmpC inh no detg	AmpC inh detg
54	COc1cccc(OC)c1NC(=O)C1CCCN1C(=O)Nc1ccccc1Cl (stereo not drawn)	-3	2%	13%	15	6	-3%	-9%
55	CCn1nc(C(=O)NNC(=O)C2CSC3(C)CCC(=O)N23)c2ccccc2c1=O (stereo not drawn)	nt	40%[activator]	nt	nt	18	-1%	-1%
56	NS(=O)(=O)c1ccc(CCNC(=O)CCCCCNc2nc(=S)[nH]c3ccccc23)cc1	-1	nt	-1%	6	22	-29%	0%
57	CCCCn1c(N)c(N(CC(C)C)C(=O)c2ccc(-c3ccc(Cl)cc3)o2)c(=O)[nH]c1=O	nt	-4%	nt	nt	?	-5%	-5%
58	CC1(C)Cc2nc(NC3CCCCC3)c(C#N)cc2CO1	14	-9%	1%	-11	-15	-14%	2%
59	CCOC(=O)C1=C(C)NC(=S)N(C(C)=O)C1c1ccc(OC)c(OC)c1 (stereo not drawn)	-1	-3%	-1%	6	?	20%	-1%
60	COc1ccc(/C=C(\NC(=O)c2ccccc2)C(=O)N2CCN(C)CC2)cc1OC	-3	4%	2%	-6	13	-34%	-10%
61	Cn1nc(C(=O)NNC(=O)c2cccc(Cl)c2)c2ccccc2c1=O	nt	112%[activator]	nt	nt	-25	-33%	nt
62	Cc1noc(C)c1C(=O)Nc1ccc2c(c1)CCC2	8	7%	6%	73*	42	nt	-9%
